PLK1 PBD inh: Plk1 polo box domain binding inhibitors, primary screen, biochemical, fluorescence polarization. Serine/threonine-protein kinase PLK1 (Homo sapiens), P53350. Plk1 PBD phosphopeptide binding. inhibition, %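 (tested at about 20 µM)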. 97,000 tested, 0.13% active; in the data active = inhibition above about 34%, passing the limit was not always enough
CYP2C9 inh: blockers of cytochrome P450 2C9 activity – biochemical, luminescence, ADME assay, primary screen; 96,000 tested, 20% active; P11712; inhibition, % at 5 µM; AID 777, 2007; CYP2C9 Supersomes, luciferin-H conversion;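 active = blocking of liver enzyme CYP2C9 beyond about 50% at 5 µM, limit read from the data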; note: values of inactives mirror those of a sister screen read the other way
CYP2C19 act: human CYP2C19 activators, primary screen, biochemical, luminescence | recombinant CYP2C19, luciferin-H EGE luminescence; stronger effect = higher value; 0 = fully inhibited enzyme, 1 = untreated enzyme | activation factor at 5 µM | 96,000 tested, under 10 active;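 active = activation factor of at least 2 at 5 µM in the primary screen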;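 note: 0 = wells with 2.5 mM tranylcypromine and 1 = vehicle-only wells; values of inactives mirror those of a sister screen read the other way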
CYP2C9 act: human CYP2C9 activators, primary screen, biochemical, luminescence; recombinant CYP2C9, luciferin-H conversion; stronger effect = higher value; factor 1 = untreated enzyme, 0 = blocked; AID 1024, 2008; activation factor at 5 µM; Cytochrome P450 2C9 (Homo sapiens), P11712; 96,000 tested, 1.4% active;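 active = activation factor of 2 or more for CYP2C9 at a 5 µM dose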;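 note: 0 = sulfaphenazole-blocked wells and 1 = vehicle-only wells; values of inactives mirror those of a sister screen read the other way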
PLK1 kinase inh: human PLK1 kinase inhibitors, primary screen, biochemical, TR-FRET; Serine/threonine-protein kinase PLK1 (Homo sapiens), P53350; recombinant PLK1 kinase, TR-FRET peptide phosphorylation; inhibition, % at 10 µM; 97,000 tested, 0.53% active;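 active = inhibition of 50% or more in the single-concentration screen; inactive = inhibition below 50%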;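 note: 0% = DMSO max control and 100% = H-89 dihydrochloride min control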
EphB4 ephrin blk: EphB4-ephrin-B2 interaction antagonists, primary screen, biochemical, TNYL-RAW peptide probe, fluorescence polarization. Ephrin type-B receptor 4 (Homo sapiens), P54760. EphB4 LBD / TNYL-RAW-Alexa532 peptide. inhibition, % at 7 µM. 97,000 tested, 0.15% active. AID 720, 2007;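 active = inhibition above the screen-wide mean inhibition plus 3 SD, cut at about 15% in these data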;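 note: 0% = DMSO wells and 100% = excess unlabeled TNYL-RAW peptide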
Target sequence (P54760 whole entry, looked up, the tested form may be a part): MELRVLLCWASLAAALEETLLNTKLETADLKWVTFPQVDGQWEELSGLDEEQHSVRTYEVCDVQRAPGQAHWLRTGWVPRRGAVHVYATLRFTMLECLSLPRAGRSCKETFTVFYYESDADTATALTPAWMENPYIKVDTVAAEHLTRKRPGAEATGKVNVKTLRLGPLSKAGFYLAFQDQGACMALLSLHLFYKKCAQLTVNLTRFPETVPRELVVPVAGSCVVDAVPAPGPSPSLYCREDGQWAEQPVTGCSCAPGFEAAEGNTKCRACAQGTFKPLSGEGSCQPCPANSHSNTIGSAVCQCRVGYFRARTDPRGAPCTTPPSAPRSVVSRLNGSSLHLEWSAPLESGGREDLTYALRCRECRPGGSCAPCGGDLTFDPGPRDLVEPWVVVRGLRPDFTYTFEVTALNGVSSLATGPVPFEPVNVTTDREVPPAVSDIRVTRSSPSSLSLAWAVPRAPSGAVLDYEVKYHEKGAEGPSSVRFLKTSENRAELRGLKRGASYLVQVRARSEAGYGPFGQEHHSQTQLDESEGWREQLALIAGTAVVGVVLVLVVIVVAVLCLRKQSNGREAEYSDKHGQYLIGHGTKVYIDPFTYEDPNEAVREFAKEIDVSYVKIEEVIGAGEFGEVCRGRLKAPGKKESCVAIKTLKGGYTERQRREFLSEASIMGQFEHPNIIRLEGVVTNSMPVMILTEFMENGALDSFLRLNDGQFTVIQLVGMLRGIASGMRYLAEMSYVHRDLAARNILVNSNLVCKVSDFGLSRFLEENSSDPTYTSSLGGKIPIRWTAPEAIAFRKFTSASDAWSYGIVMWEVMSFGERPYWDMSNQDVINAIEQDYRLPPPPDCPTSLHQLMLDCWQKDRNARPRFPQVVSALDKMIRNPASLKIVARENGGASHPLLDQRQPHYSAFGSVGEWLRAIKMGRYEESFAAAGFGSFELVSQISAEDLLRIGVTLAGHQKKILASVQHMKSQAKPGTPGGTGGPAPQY
CYP2C19 inhib: blockers of cytochrome P450 2C19 activity – biochemical, luminescence, ADME assay, primary screen | P33261 | 96,000 tested, 21% active | CYP2C19 Supersomes, luciferin-H EGE luminescence, 30 min | AID 778, 2007 | inhibition, % at 5 µM;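 active = CYP2C19 inhibition above a set limit at 5 µM in the primary screen, cut at about 50% in these data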;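 note: plate controls were negative control wells for no effect and 2.5 mM tranylcypromine positive control for full effect; values of inactives mirror those of a sister screen read the other way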
Rev-RRE block: HIV-1 Rev-RRE binding inhibitors, primary screen, biochemical, FRET, protein-RNA interaction; P05866; Rev peptide-RRE RNA binding; inhibition, % at 8 µM; 97,000 tested, 0.79% active;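 active = inhibition above the screen-wide mean plus 3 SD, cut at about 35% in these data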;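 note: 0% = median DMSO wells and 100% = median Neomycin B control wells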
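Material: labelled RRE RNA duplex and labelled Rev peptide / Buffer or medium: HEPES pH 7.5 salt buffer with EDTA / Compound dosing: single point, 8 µM final nominal compound concentration / Benchmarks: DMSO low control, neomycin B high control / Timing: 5 min preincubation and 15 min binding, 25 °C / Technique: FRET fluorescence readout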
PLAP activator: PLAP enzyme activators, biochemical, luminescence, HTS; AID 696, 2007; activation fold at 20 µM; 96,000 tested, 1.2% active; Alkaline phosphatase, placental type (Homo sapiens), P05187; purified PLAP enzyme, luminescent substrate read-out; stronger effect = higher value; in the data active = activation fold above about 2
* hit, by the source's call; / = no result given.

PLK1 PBD inh,CYP2C9 inh,CYP2C19 act,CYP2C9 act,PLK1 kinase inh,EphB4 ephrin blk,CYP2C19 inhib,Rev-RRE block,PLAP activator,SMILES
5,11,1,0.9,-24,1,-3,-3,1.6,CC1CCN(c2ccc(C(=O)O)cc2N)CC1
13,-14,1,1.1,-7,4,0,7,0.9,CCOC(=O)CNC(=O)C1CCCN(c2ncccn2)C1 (stereo unspecified)
-9,/,/,/,-14,-3,/,8,/,COc1ccccc1-c1nnc(NC(=O)c2ccc(S(=O)(=O)N(C)Cc3ccccc3)cc2)o1
-18,16,0.1,0.8,-9,-4,88*,7,1.7,O=C(CSc1nc2ccccc2[nH]1)N1CCCCC1
18,1,1.1,1,-16,2,-9,10,1,CCC(=O)C1=C(N2CCCC2)CC(C)(C)CC1=O
24,-3,0.9,1,-1,-6,10,7,1.1,N#Cc1ccc(C23CC4CC(CC(C4)C2)C3)[nH]c1=O
9,/,/,/,-13,6,/,5,/,COCCN(C(=O)Cn1nnc2ccccc21)C(C(=O)NC1CCCC1)c1ccc(OC)cc1OC (stereo unspecified)
-8,/,/,/,-11,2,/,10,1.2,CCC(CC)c1nnc(NC(=O)c2ccc3ccccc3n2)s1
-18,-12,0.1,1.1,-2,-1,94*,6,1.6,COc1ccc(Cl)cc1S(=O)(=O)N1CCN(C(=O)c2ccco2)CC1
-1,29,0.9,0.7,3,-9,13,4,0.9,CCOC(=O)c1c(C)oc(/N=C/c2ccccc2O)c1C#N
-15,5,0.9,0.9,-7,-5,10,0,0.8,Cc1ccccc1C(=O)c1cccn1CC(=O)NCc1ccco1
-7,77*,0.6,0.2,-6,7,44,7,1,C=CCNC(=O)c1onc(CSc2ccc(F)c(F)c2)c1C(=O)O
8,-95,1.2,2*,0,-3,-16,2,1.2,COc1cccc(NC(=O)c2nc3ncccn3n2)c1
-5,28,1.1,0.7,-2,4,-8,7,1,CC(SC(=S)N1CCOCC1)C(=O)O (stereo unspecified)
16,50*,0.9,0.5,-12,6,8,11,0.9,O=C(CSc1nnc(-c2cc(-c3cccs3)nc3ccccc23)o1)NC1CCCCC1
-6,30,0.3,0.7,-5,-3,68*,2,1.1,COc1cccc(-c2nnc3n2N=C(C(C)(C)C)CS3)c1
12,10,0.9,0.9,-6,-1,11,-23,1,COC(=O)c1ccc(Oc2coc3cc(OCc4cnn(-c5ccccc5)c4)ccc3c2=O)cc1
-16,36,0.1,0.6,16,-3,85*,10,1.3,Cc1cc(C)nc(SCc2nc(N)nc(-c3ccccc3O)n2)n1
14,94*,0.4,0.1,-12,0,57*,8,1.3,COc1ccc(OC)c(S(=O)(=O)Nc2ccc3oc4c(c3c2)C(=O)CCC4)c1
-11,15,0.5,0.9,-4,-3,46,-3,1.6,CC(C)c1ccc(C(=O)CSc2ncn[nH]2)cc1
-12,/,/,/,-16,3,/,4,/,CCOC(=O)N1CCN(Cc2nc(-c3ccc(OC)cc3)no2)CC1
111*,19,1,0.8,-3,8,4,2,0.9,Cc1cccc(C)c1NC1=NC(=S)N(c2ccccc2)C12CCOC(C)(C)C2 (stereo unspecified)
-23,46,0.9,0.5,-14,-1,13,7,0.8,COC(=O)/C(=C\C(=O)c1ccccc1)Nc1cccc(C(F)(F)F)c1
-21,42,1,0.6,-12,9,1,25,1.2,COc1cc(C(=O)Nc2sc3c(c2C#N)CCN(C(C)=O)C3)cc(OC)c1OC
11,-11,1.2,1.1,-13,11,-17,6,1.1,CCCn1c(=O)[nH]c(=O)c2c1nc(-c1ccccc1)n2CCN1CCOCC1
5,7,0.9,0.9,-13,6,8,0,1,Cc1oc(-c2ccccc2Cl)[n+]([O-])c1C
/,52*,0.6,0.5,/,/,38,/,1.2,COc1ccc(S(=O)(=O)N2CCN(c3ncnc4c(-c5ccccc5)nsc34)CC2)cc1
3,76*,1,0.2,-1,-1,1,8,1,O=C(O)c1ccccc1NCc1ccncc1
-4,/,/,/,-16,-9,/,4,/,CC(=O)c1cccc(NC(=O)Nc2ccc(C(=O)N3CCOCC3)cc2)c1
-26,1,1.1,1,-2,10,-8,9,0.9,CCn1c(=O)cc(OCC(=O)O)c2ccccc21
-5,18,0.8,0.8,-6,-4,17,1,1.3,Cc1ccc(N2C(=O)c3n[nH]c(C)c3C2c2ccccn2)cc1 (stereo unspecified)
-9,59*,0.4,0.4,-8,-5,63*,6,1.5,CS(=O)(=O)N(Cc1ccco1)CC(O)Cn1c2ccccc2c2ccccc21 (stereo unspecified)
21,5,0.8,0.9,-1,-5,24,-1,1.1,CCNc1nc(NCC)n2c(SCc3nc4ccccc4c(=O)[nH]3)nnc2n1
0,-18,1.2,1.2,-10,-1,-20,8,1.2,FC(F)(F)c1nnc2ccc(N3CCOCC3)nn12
10,-236,0.7,3.4*,-5,-12,27,-3,0.8,CCC(=O)Nc1cccc(C(=O)OCC(=O)c2ccccc2Cl)c1
3,-2,1,1,3,0,5,3,0.9,O=C(NC1CCS(=O)(=O)C1)c1cnccn1 (stereo unspecified)
4,49,0.9,0.5,-6,6,12,5,1,CC(C)CC(=O)NC(=S)Nc1cccc(NC(=O)c2ccccc2Cl)c1
-9,14,0.7,0.9,-7,-7,32,-6,1.2,Cc1ccc(-n2c(C)cc(/C=C(\C#N)C(=O)NCC3CCCO3)c2C)cc1 (stereo unspecified)
1,72*,0.3,0.3,2,-3,69*,17,1.4,Cc1ccccc1-c1nc(CS(=O)(=O)CC(=O)N2CCc3ccccc3C2)c(C)o1
/,92*,0.7,0.1,/,/,34,/,1,O=C(NCc1ccc2c(c1)OCO2)C1CCCN(S(=O)(=O)c2cccs2)C1 (stereo unspecified)
4,98*,0,0,-7,2,100*,3,0.8,O=C(CSc1nccn1-c1ccc(Cl)cc1)NCc1ccc2c(c1)OCO2
/,3,0.7,1,/,/,34,/,1.1,CCOC(=O)c1ccc(S(=O)(=O)N2CCN(CCC#N)CC2)cc1
19,38,0.5,0.6,-5,-10,46,7,1.1,CCCOC(=O)c1ccc(-n2nnnc2SCC(=O)N2CCCCC2)cc1
-9,4,1.1,1,-20,0,-12,6,0.9,Cc1cccc(C(=O)Nc2ccccc2-c2nnn(CC(=O)Nc3ccc4c(c3)OCCO4)n2)c1
17,67*,0.1,0.3,-7,0,90*,4,1.2,CSc1nc(C)cc(SCC(=O)Nc2ccccc2)n1
29,2,0.9,1,-11,-4,7,3,0.9,CCSc1nnc(NC(=O)c2csc(C)c2)s1
7,34,0.7,0.7,-12,-8,29,14,1.2,C=CCOC(=O)C(C#N)c1nc2ccccc2nc1N1CCCC1 (stereo unspecified)
-17,44,0,0.6,-8,-5,98*,0,1.1,COc1cccc(C(=O)N2CCN(Cc3cccc(F)c3)CC2)c1
18,70*,0.3,0.3,7,5,66*,-2,1,CCOC(=O)c1cccc(NC(=O)CSc2nnc(CNc3ccc(C)cc3)n2CC)c1
4,27,0.7,0.7,-19,6,33,0,1,COc1ccc(C2CCCN2C(=O)c2cccs2)cc1 (stereo unspecified)
